RGS12 GoLoco inh: qHTS Assay for Inhibitors of RGS12 GoLoco Motif Activity (Red Fluorophore). Gai1:RGS12 GoLoco peptide FP, rhodamine, 10 min. Potency, µM (top dose mostly 61.6 µM), for inactives: at the highest dose activity, negative = inhibition, hits mostly inhibitors. 0.44% of 230,000 active; active = well fitted inhibition curve with a large enough effect, not every such curve was filed as active; inactive = no such curve, though single readings can be large or run the other way; also: % is scaled to controls: 0 for no effect and ±100 for the full control effect; nearly all actives have a fitted effect of over 30% in size; many of its hits are not listed in these tables
Target sequence (P63096 whole entry, looked up): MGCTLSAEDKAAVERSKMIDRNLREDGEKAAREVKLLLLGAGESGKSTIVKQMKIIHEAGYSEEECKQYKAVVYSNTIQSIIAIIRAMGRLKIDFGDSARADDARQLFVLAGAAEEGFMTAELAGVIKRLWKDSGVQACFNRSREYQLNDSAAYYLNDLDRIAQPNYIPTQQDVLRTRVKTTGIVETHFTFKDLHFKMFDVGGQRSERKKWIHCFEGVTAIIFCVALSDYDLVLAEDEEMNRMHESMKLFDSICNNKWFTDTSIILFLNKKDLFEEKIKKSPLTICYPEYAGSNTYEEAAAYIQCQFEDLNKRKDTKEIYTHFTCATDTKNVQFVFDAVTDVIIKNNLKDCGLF
HTT aggregate: qHTS Multiplex Assay to Identify Dual Action Probes in a Cell Model of Huntington: Aggregate Formation (GFP) | PC12 HttQ103-GFP aggregates, Acumen cytometry, 40 h | 1.1% of 220,000 active | Potency, µM (top dose mostly 46.1 µM), for the others: at the highest dose activity change, negative = inhibition, actives largely listed as inhibitors; also: % is scaled to controls: 0 for no effect and ±100 for the full control effect; nearly all actives have a fitted effect of over 60% in size
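Compounds (qHTS titration) were added to PC12 cells expressing an ecdysone-driven HTT exon 1 Q103–GFP fusion after induction with 100 nM tebufenozide. Aggregate formation was measured as GFP objects in cell lysates.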
IMPase Li inh: qHTS Assay for Identifying the Cell-Membrane Permeable IMPase Inhibitors: Potentiation with Lithium; CHO-M1 cells, IP1 TR-FRET (IP-One), carbachol + lithium; Potency, µM (highest dose often 59.4 µM), without a hit: at the highest dose activity, negative = IMPase inhibition, most hits filed as inhibitors; 0.35% of 210,000 active;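 also: IP1 builds up when IMPase is blocked and the TR-FRET signal falls; plate controls were basal vehicle for no effect and high inhibitor control for full effect; nearly all actives have a fitted effect of over 50% in size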
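Test compounds were applied to CHO-M1 cells previously cultured for 16–30 h at 2000 per well. A small lithium amount accompanied them; after 30 min at 37C, IP1 was quantified by TR-FRET.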
HTT ATP protect: qHTS Multiplex Assay to Identify Dual Action Probes in a Cell Model of Huntington: Cytoprotection (ATP) | PC12 HTT-Q103 induced, cytoprotection, ATP luminescence, 40 h | Potency, µM (titrated, usually from 56.4 µM), inactives show cytoprotection (ATP increase), usual class: activators | 0.14% of 230,000 active;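 also: % of control where 0% means no effect; nearly all actives have a fitted effect of over 45% in size; toxic huntingtin expression switched on by the ecdysone agonist tebufenozide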
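Readout: ATPlite luminescence (ATP level). Model: stable PC12, inducible Htt exon1 Q103-GFP. Inducer: tebufenozide, 100 nM final. Compounds: dose series. No G418 in medium.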
GAA glycogen mod: qHTS Assay for Inhibitors and Activators of Human alpha-Glucosidase Cleavage of Glycogen. recombinant GAA, glycogen substrate, Amplex Red glucose oxidase fluorescence. Potency, µM (top dose mostly 76.4 µM), without a hit: top-dose activity change, negative = inhibition, hits mostly inhibitors. 0.38% of 300,000 active. AID 2100, 2009;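 also: 0% = full enzyme reaction and -100% = no-enzyme basal signal; the screen sought inhibitors and activators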
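Recombinant human alpha-glucosidase (4 nM final) hydrolysed bovine liver glycogen (30 ug) for 40 min at 37 C in pH 5.0 citrate/phosphate with 0.01% Tween-20. Released glucose detected by glucose oxidase/Amplex Red, Ex 573/Em 610 nm. Compounds up to 77 uM; AC50 from Hill fits.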
GAA spleen mod: qHTS Assay for Inhibitors and Activators of Human alpha-Glucosidase From Spleen Homogenate; Potency, µM (series often up to 79.9 µM), inactives show at the highest dose activity change, negative = inhibition, hits mostly inhibitors; AID 2112, 2009; human spleen homogenate, 4-MU-alpha-glucoside fluorescence; Lysosomal alpha-glucosidase (Homo sapiens), P10253; 0.006% of 240,000 active;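 also: 0% = enzyme with vehicle and -100% = no enzyme basal signal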
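AC50 values come from Hill-equation fits of concentration-response data, normalized to no-enzyme and full-activity controls. Enzyme source: 1 ug human spleen homogenate; 1 mM fluorogenic 4-MU glucoside, pH 5.0 citrate buffer, 37 C, 40 min.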
GAA inh: qHTS Assay for Inhibitors of Human alpha-Glucosidase as a Potential Chaperone Treatment of Pompe Disease; Lysosomal alpha-glucosidase (Homo sapiens), P10253; purified human GAA, 4-MU-alpha-glucoside fluorescence; Potency, µM (highest dose often 76.9 µM), inactives show at the highest dose activity change, negative = inhibition, usual class: inhibitors; 0.005% of 200,000 active;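 also: plate controls were uninhibited enzyme wells for no effect and no-enzyme background for full effect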
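Human enzyme at 4 nM with 400 uM 4-methylumbelliferyl-alpha-D-pyranoside, citrate/phosphate buffer pH 5.0, 0.005% Tween-20, 20 min at room temperature. Compounds up to 77 uM. 4-MU fluorescence (Ex 365/Em 440) read after NaOH/glycine stop; AC50 from Hill fit.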
Starred values were filed as active, the others as inactive; & = joins results of further samples; [ ] = dose if it differs, or a comment. Unless noted, calls follow the shape of the dose curve; as a rule, active = well fitted curve in the direction sought with a large enough effect; inconclusive = small, poorly fitted or top-dose-only effect, or another doubt; inactive = no such curve, though single readings can be large; an effect the other way counts as inactive or inconclusive. Potency is read from the fitted curve at half-maximal effect. These rows are one share of the data; the hit share may differ from the screen's.

`CC(=O)c1ccc(NC(=S)Nc2ccc3[nH]c(=O)[nH]c3c2)cc1` gave RGS12 GoLoco inh 1%, HTT aggregate 13%, IMPase Li inh 0%, HTT ATP protect -20%, GAA glycogen mod 0%, GAA spleen mod -2% and GAA inh 0%.
`O=c1ccc2cc3ccoc3cc2o1` gave RGS12 GoLoco inh 1%, IMPase Li inh 3%, HTT ATP protect 4%[1.9 µM], GAA glycogen mod -6%[76.3 µM] and GAA spleen mod 14%.
For COc1ccc(Nc2nc(-c3ccc4c(c3)NC(=O)CO4)cs2)cc1 the results were RGS12 GoLoco inh 0%, HTT aggregate inconclusive, IMPase Li inh 27%, HTT ATP protect -7%, GAA glycogen mod inconclusive, GAA spleen mod 1% and GAA inh 2%.
CC(C)(C)N1CCC1CN (configuration not stated) was read as RGS12 GoLoco inh -3%, HTT aggregate inconclusive, HTT ATP protect 19%[10 µM], GAA glycogen mod 5% and GAA spleen mod 6%.
`Cc1[nH]c(C)c2c(=O)[nH]ncc12` gave RGS12 GoLoco inh -7%, HTT aggregate -4%[9.22 µM], HTT ATP protect -2%[10 µM], GAA glycogen mod 1%, GAA spleen mod 5% and GAA inh -11%.
`Cc1ccc(/C=C2/NC(=O)N(c3ccccc3)C2=O)o1` gave RGS12 GoLoco inh -31%, HTT aggregate -9%, IMPase Li inh 8%[38.3 µM], HTT ATP protect -48%[inhibitor], GAA glycogen mod inconclusive, GAA spleen mod -7% and GAA inh -2%.
For CCCn1c(SCC(=O)c2ccc3c(c2)OCCO3)n[nH]c1=O the results were RGS12 GoLoco inh 9%, HTT aggregate -2%, IMPase Li inh 4%, HTT ATP protect -19%, GAA spleen mod 6% and GAA inh -4%.
For CC(C)c1ccc(S(=O)(=O)N2CCN(C(=O)c3ccco3)CC2)cc1 the results were RGS12 GoLoco inh -3%, HTT aggregate -21%, IMPase Li inh -7%, HTT ATP protect -12%, GAA glycogen mod -10%, GAA spleen mod -8% and GAA inh -17%.
CCn1cc(Br)c(C(=O)NC(C)c2ccccc2)n1 (configuration not stated) was read as RGS12 GoLoco inh 4%, HTT aggregate 2%, IMPase Li inh -5%[38.3 µM], HTT ATP protect -8%, GAA glycogen mod -5%, GAA spleen mod 2% and GAA inh 3%.
Screening Cc1cc(C)c(C#N)c(N2CCN(Cc3ccccc3)CC2)n1 returned RGS12 GoLoco inh -9%, HTT aggregate -12%, IMPase Li inh 6%[38.3 µM], HTT ATP protect 2%, GAA glycogen mod 2%, GAA spleen mod -1% and GAA inh -7%.
For O=c1c(-c2ccc(F)cc2)nc2cnc(N3CCOCC3)nc2n1C1CC1 the results were RGS12 GoLoco inh -34%, IMPase Li inh 9%, HTT ATP protect -39%[inhibitor] and GAA spleen mod 4%.
`CC(=O)Nc1ccc(N2C(C(C)=O)=NN(c3ccc(Cl)cc3)C2c2sccc2C)cc1` (configuration not stated) gave RGS12 GoLoco inh -6%, HTT aggregate inconclusive, IMPase Li inh 9%, HTT ATP protect 6%[10 µM], GAA glycogen mod -6%, GAA spleen mod -3% and GAA inh -11%.

Quoted from the results shown, 3 compounds:
For CC(C)c1ccc(S(=O)(=O)N2CCN(C(=O)c3ccco3)CC2)cc1 the results were RGS12 GoLoco inh -3%, HTT aggregate -21%, IMPase Li inh -7%, HTT ATP protect -12%, GAA glycogen mod -10%, GAA spleen mod -8% and GAA inh -17%.
CCn1cc(Br)c(C(=O)NC(C)c2ccccc2)n1 (configuration not stated) was read as RGS12 GoLoco inh 4%, HTT aggregate 2%, IMPase Li inh -5%[38.3 µM], HTT ATP protect -8%, GAA glycogen mod -5%, GAA spleen mod 2% and GAA inh 3%.
Screening Cc1cc(C)c(C#N)c(N2CCN(Cc3ccccc3)CC2)n1 returned RGS12 GoLoco inh -9%, HTT aggregate -12%, IMPase Li inh 6%[38.3 µM], HTT ATP protect 2%, GAA glycogen mod 2%, GAA spleen mod -1% and GAA inh -7%.

(further entries)
`O=C(NC1CCCCC1)C(c1cccs1)N(C(=O)c1ccco1)c1ccc2c(c1)OCCO2` (configuration not stated) gave RGS12 GoLoco inh 60%[activator], HTT aggregate 8%, IMPase Li inh 7%, HTT ATP protect 2%[10 µM], GAA glycogen mod -1%, GAA spleen mod 0% and GAA inh 0%.
Screening Cc1ccc(C(=O)N/C(=C\c2ccc(-c3ccc(Br)cc3)o2)C(=O)NC2CCS(=O)(=O)C2)cc1 (configuration not stated) returned RGS12 GoLoco inh 8%, HTT aggregate 11%, IMPase Li inh -4%, HTT ATP protect 0%[10 µM], GAA glycogen mod 13%, GAA spleen mod 2% and GAA inh 8%.
`N#Cc1c(NC(=O)COC(=O)c2ccc(S(=O)(=O)N3CCCC3)cc2)sc2c1CCCCC2` gave HTT aggregate inconclusive, HTT ATP protect -6%[10 µM], GAA glycogen mod 2%, GAA spleen mod -11% and GAA inh 2%.
For CCOC(=O)n1c(=O)n(Cc2ccccc2)c2ccccc21 the results were RGS12 GoLoco inh 4%, HTT aggregate -21%, IMPase Li inh 22%[38.3 µM], HTT ATP protect 9%[10 µM], GAA glycogen mod 4%, GAA spleen mod -2% and GAA inh 7%.
For Cc1ccccc1Cc1c(C)nc2c(C(=O)NCc3ccc4c(c3)OCO4)cnn2c1C the results were RGS12 GoLoco inh 15%, HTT aggregate -1%, IMPase Li inh -22%[38.3 µM], HTT ATP protect 2%, GAA glycogen mod 4%, GAA spleen mod -2% and GAA inh -1%.
Screening COC(=O)C1=C(C(=O)OC)[C@@H]2Nc3ccccc3[C@@]23C[C@@H](C(=O)OC)N(S(=O)(=O)c2ccc(C(F)(F)F)cc2)C3=N1 returned RGS12 GoLoco inh 3%[14.2 µM], IMPase Li inh 11%, HTT ATP protect 1%[10 µM] and GAA spleen mod 4%[17.4 µM].
`CCOC(=O)NC(=O)COC(=O)Cc1cc(OC)c(OC)c(OC)c1` gave RGS12 GoLoco inh 9%, HTT aggregate 7%, IMPase Li inh 21%[38.3 µM], HTT ATP protect -31%, GAA glycogen mod -1%, GAA spleen mod 4% and GAA inh inconclusive.
O=C(Nn1cnnc1)C1CCCN1S(=O)(=O)c1ccc(F)cc1 (configuration not stated) was read as RGS12 GoLoco inh 0%, HTT aggregate -8%, IMPase Li inh -5%[38.3 µM], HTT ATP protect -6%, GAA glycogen mod 4%, GAA spleen mod 3% and GAA inh 1%.
For COc1ccc(C(=O)c2cc3cccc(OC)c3o2)cc1 the results were RGS12 GoLoco inh 6%, HTT aggregate inconclusive, IMPase Li inh -5%, HTT ATP protect -223%[inhibitor], GAA glycogen mod 0%, GAA spleen mod -1% and GAA inh -7%.
`CC1=C(C(=O)OCc2ccccc2)C(c2ccc(C(F)(F)F)cc2)NC(=O)N1CCCCCC(=O)O` (configuration not stated) gave RGS12 GoLoco inh -1%&-5%, HTT aggregate -2%, IMPase Li inh -2%&-7%, HTT ATP protect -30%, GAA glycogen mod -7%, GAA spleen mod -2%&2% and GAA inh 2%.
Screening COc1cccc(OC)c1C(=O)Nc1cc(Cl)ccc1N1CCOCC1 returned RGS12 GoLoco inh 7%, HTT aggregate 14%, IMPase Li inh 0%, HTT ATP protect -2%[10 µM], GAA glycogen mod -5%, GAA spleen mod 5% and GAA inh 4%.
For Cc1cc(NC(=O)c2ccc(Br)cc2)nc(C)n1 the results were RGS12 GoLoco inh 10%, HTT aggregate 7%[9.22 µM], IMPase Li inh 6%, HTT ATP protect -23%[10 µM], GAA glycogen mod 3%, GAA spleen mod 0% and GAA inh 7%.
`Cn1c(=O)c2c(ncn2C[C@@H](O)CO)n(C)c1=O` gave RGS12 GoLoco inh -5%[21.6 µM], HTT aggregate 29%[20.6 µM], IMPase Li inh 0%, HTT ATP protect inconclusive and GAA spleen mod -8%[29.1 µM].
`COc1ccc(C2/C(=C(/O)c3ccc(C)cc3)C(=O)C(=O)N2c2ccccn2)cc1OC` (configuration not stated) gave RGS12 GoLoco inh 3%, HTT aggregate -4%[9.22 µM], HTT ATP protect -3%[10 µM], GAA glycogen mod 2% and GAA spleen mod -2%.
`O=C(NCCN1CCC(Cc2ccccc2)CC1)C1CCCN(S(=O)(=O)c2cnc[nH]2)C1` (configuration not stated) gave RGS12 GoLoco inh 5%, HTT aggregate -8%, IMPase Li inh 15%[38.3 µM], HTT ATP protect -11%, GAA glycogen mod 5%, GAA spleen mod -4% and GAA inh -6%.
`O=C(Nc1ccccc1)c1ccc(Cn2cc(C(F)(F)F)ccc2=O)cc1` gave RGS12 GoLoco inh 5%, HTT aggregate 9%, IMPase Li inh 9%[38.3 µM], HTT ATP protect -8%, GAA glycogen mod -3%, GAA spleen mod -5% and GAA inh -3%.
For Cn1ccnc1C(O)(c1ccccc1)c1nccn1C the results were RGS12 GoLoco inh 8%, HTT aggregate -6%[9.22 µM], HTT ATP protect -8%[10 µM], GAA glycogen mod 2%, GAA spleen mod 5% and GAA inh -10%.
For COc1ccc(CNc2ncncc2-c2ccccc2CN(C)C)c(OC)c1 the results were RGS12 GoLoco inh 5%, IMPase Li inh 12%, HTT ATP protect 15% and GAA spleen mod 4%.
For Cn1cnc(S(=O)(=O)Nc2ccc3c(c2)OCCO3)c1 the results were RGS12 GoLoco inh 3%, HTT aggregate -10%[9.22 µM], HTT ATP protect 1%[10 µM], GAA glycogen mod 2% and GAA spleen mod 0%.
Screening COc1ccccc1CN=C1NC(=O)C(CC(=O)Nc2ccc(OC)c(OC)c2)S1 (configuration not stated) returned RGS12 GoLoco inh 2%, HTT aggregate 6%, IMPase Li inh -11%[38.3 µM], HTT ATP protect 11%, GAA glycogen mod -3%, GAA spleen mod 0% and GAA inh inconclusive.
For COc1cc2c(cc1OC)CN(C(=O)c1ccc(S(=O)(=O)N(C)c3ccccc3)cc1)CC2 the results were RGS12 GoLoco inh -10%, HTT aggregate -18%, IMPase Li inh 20%, HTT ATP protect -8%, GAA glycogen mod -6%, GAA spleen mod -6% and GAA inh inconclusive.
